Bioassay records as filed in PubChem BioAssay.
HT1080-NT tox: kills 2HG-producing HT-1080-NT fibrosarcoma cells | HT-1080-NT fibrosarcoma viability, CellTiter-Glo ATP luminescence, 48 h | AID 686970 | Potency, µM (doses to about 46.1 µM), inactives show at the top dose activity, negative = less viability, hits mostly cytotoxic | actives 1.6% (n = 360,000);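 also: NT is the 2HG producing partner of a matched IDH1 knockdown line; potency is read from the fitted curve at half-maximal effect; 0% = DMSO-treated cells and -100% = media-only wells without cells; nearly all actives have a fitted effect of over 55% in size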
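Toxicity toward the 2HG-producing NT line was scored as %Activity, normalised to DMSO and no-cell wells, from CellTiter-Glo luminescence after 48 hours' treatment.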
DRD3 antagonist: blocks the human D3 dopamine receptor. max response, negative = inhibition, %. AID 652054. actives 2.5% (n = 360,000). D3R cells, DiscoveRx beta-arrestin luminescence, antagonist mode; stronger effect = lower value; in the data active = max response below about -50%; inconclusive = no clear call, values can overlap the other calls; also: % is scaled to controls: 0 for no effect and ±100 for the full control effect; mostly tested at two doses, the higher about 12 µM
Target sequence (P35462 whole entry, looked up): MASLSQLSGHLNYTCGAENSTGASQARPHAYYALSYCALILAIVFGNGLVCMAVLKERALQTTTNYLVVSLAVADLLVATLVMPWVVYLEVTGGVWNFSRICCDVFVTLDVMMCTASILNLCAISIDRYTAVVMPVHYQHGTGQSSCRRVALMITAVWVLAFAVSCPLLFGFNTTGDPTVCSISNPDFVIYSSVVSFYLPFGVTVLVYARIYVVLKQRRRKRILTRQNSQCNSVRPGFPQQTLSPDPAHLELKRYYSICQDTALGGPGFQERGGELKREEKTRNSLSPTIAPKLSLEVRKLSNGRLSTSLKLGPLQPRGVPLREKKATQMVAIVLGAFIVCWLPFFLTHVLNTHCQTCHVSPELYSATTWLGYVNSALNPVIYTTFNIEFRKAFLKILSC
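Cells expressing the human receptor were seeded at 1500 cells/well, incubated overnight at 37 degrees C in 5% CO2, then exposed to library compounds with dopamine controls for 90 minutes at 37 degrees C before luminescent detection.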
HT1080 IDH1KD tx: toxicity to HT-1080 IDH1 knockdown cells (counter line); HT-1080 IDH1 knockdown viability, ATP luminescence, 48 h; Potency, µM (titrated, usually from 46.1 µM), inactives show at the top dose activity, negative = toxicity, actives largely listed as cytotoxic; actives 2% (n = 360,000); AID 686971;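 also: potency is read from the fitted curve at half-maximal effect; 0% = DMSO wells and -100% = cell-free medium wells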
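CellTiter-Glo luminescence after 48 h compound exposure at 37 degrees C of IDH1-knockdown HT-1080 cells in 5% FBS RPMI. %Activity scaled between DMSO wells and cell-free media wells, with curves fitted and assigned curve classes.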
SW480 rereplic: DNA re-replication induction in SW480 cells. SW480 DNA re-replication, Hoechst DNA content imaging, 48 h. Potency, µM (titrated, usually from 46.1 µM), inactives show at the top dose re-replication activation, usual class: activators. actives 1.8% (n = 340,000); also: potency is read from the fitted curve at half-maximal effect; % of control where 0% means no effect; nearly all actives have a fitted effect of over 55% in size
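Compounds, transferred as 23 nL by pin tool, were incubated with cells for 48 hr; DNA content per nucleus was then quantified by Hoechst staining and fluorescence plate imaging.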
IL-1B inflam inh: inhibitors of inflammasome signaling (IL-1 beta secretion); THP-1 LPS/ATP IL-1B secretion, AlphaLISA, 16 h; stronger effect = lower value; AID 743279; actives 4.7% (n = 360,000); activity change, % at 57.5 µM; in the data active = activity change below about -50%; inconclusive = mostly about -30% to -49%; also: % is scaled to controls: 0 for no effect and ±100 for the full control effect
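Secreted IL-1B measured by AlphaLISA bead assay after 16 h compound exposure of THP-1 cells; compounds (final up to 57.5 uM) added 1 h before LPS (250 ng/mL) and ATP (1.25 mM) stimulation; lower signal means less secretion.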
GLP-1R agonist: GLP-1 receptor (human) agonism. HEK293 GLP-1R CRE-luciferase, luminescence, 4-6 h; cells express a hypersensitive GLP-1R form. P43220. Potency, µM (highest dose often 45.6 µM), inactives show at the highest dose activation, most hits filed as activators. actives 0.007% (n = 380,000); also: potency is read from the fitted curve at half-maximal effect; % of control where 0% means no effect
Target sequence (P43220 whole entry, looked up): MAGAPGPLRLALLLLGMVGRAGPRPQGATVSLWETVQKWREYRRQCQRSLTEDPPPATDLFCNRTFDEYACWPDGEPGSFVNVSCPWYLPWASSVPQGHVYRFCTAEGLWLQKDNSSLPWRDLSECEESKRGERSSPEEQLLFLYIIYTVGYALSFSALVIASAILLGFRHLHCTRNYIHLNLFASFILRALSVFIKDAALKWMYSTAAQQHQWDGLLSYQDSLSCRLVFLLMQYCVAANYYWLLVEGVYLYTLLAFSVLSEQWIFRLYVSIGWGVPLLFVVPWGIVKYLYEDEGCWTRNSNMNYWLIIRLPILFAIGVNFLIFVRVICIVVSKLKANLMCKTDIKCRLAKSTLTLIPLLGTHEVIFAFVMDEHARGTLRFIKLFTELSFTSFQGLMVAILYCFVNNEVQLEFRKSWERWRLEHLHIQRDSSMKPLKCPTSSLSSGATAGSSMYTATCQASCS
KB-3-1 cytotox: kills parental KB-3-1 adenocarcinoma cells. KB-3-1 viability, CellTiter-Glo ATP luminescence, 72 h. Potency, µM (series often up to 46.1 µM), without a hit: at the top dose activity change, negative = cytotoxic, usual class: cytotoxic. actives 1.4% (n = 400,000). AID 1347075; also: potency is read from the fitted curve at half-maximal effect; % is scaled to controls: 0 for no effect and ±100 for the full control effect; nearly all actives have a fitted effect of over 60% in size
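Cells are dispensed, compounds pinned in, plates held at 37 °C for 72 h, then CellTiter-Glo is added and luminescence read after 10 minutes. Cell line: parental KB-3-1 in phenol-red-free DMEM, 10% FBS.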
KB-V1 cytotox: KB-V1 MDR subline cytotoxicity. actives 3.4% (n = 400,000). Potency, µM (doses to about 46.1 µM), for the others: at the highest dose activity change, negative = cytotoxicity, hits mostly cytotoxic. KB-V1 MDR cells viability, CellTiter-Glo, 72 h. AID 1347076; also: potency is read from the fitted curve at half-maximal effect; % is scaled to controls: 0 for no effect and ±100 for the full control effect; nearly all actives have a fitted effect of over 60% in size
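KB-V1 cells (P-gp-expressing MDR subline of KB-3-1) in phenol-red-free DMEM with 10% FBS were exposed to library compounds over a concentration series for 72 h at 37 degrees C. Viability read by CellTiter-Glo luminescence; concentration-effect curves fitted after normalization.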
D3 ag: activates the human D3 dopamine receptor; actives 0.58% (n = 410,000); AID 652048; max activation, %; P35462; D3R DiscoveRx beta-arrestin cells, luminescence, 90 min; in the data active = max activation above about 30%; also: 0% is about no effect; mostly tested at two doses, the higher about 12 µM
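Cells at 1500/well, incubated overnight, then treated with pinned compounds (dopamine as control) for 90 min at 37 degrees C. DiscoveRx reagent added for 30 - 60 minutes at room temperature; luminescence read.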
Active calls of the source: *; ? = inconclusive; / = not tested or not shown. Unless noted, calls follow the shape of the dose curve; as a rule, active = well fitted curve in the direction sought with a large enough effect; inconclusive = small, poorly fitted or top-dose-only effect, or another doubt; inactive = no such curve, though single readings can be large; an effect the other way counts as inactive or inconclusive.

1) O=Cc1c[nH]c2cccc(OCc3ccccc3)c12
2) O=C(c1cn(-c2ccccc2)nc1-c1cccc(Br)c1)N1CCOCC1
3) Cn1c(=N)n(CC(O)c2cccs2)c2ccccc21 (centres undefined)
4) COc1ccc(NC(=O)COC(=O)C2COc3ccccc3O2)cc1 (centres undefined)
5) Cc1cc(C)c2nc(N3C(=O)C(O)=C(C(=O)c4ccco4)C3c3cccc(O)c3)sc2c1 (centres undefined)
6) CSc1cccc(NC(=S)N(Cc2ccccc2)Cc2cccnc2)c1

compound no.	1	2	3	4	5	6
HT1080-NT tox	-4%	-1%	1%	6%	-1%	-6%
DRD3 antagonist	18	17	-7	-20	5	-2
HT1080 IDH1KD tx	-21%	-2%	1%	5%	4%	0%
SW480 rereplic	9%	1%	-9%	/	1%	1%
IL-1B inflam inh	-79*	?	0	9	-14	?
GLP-1R agonist	-3%	13%	7%	0%	1%	9%
KB-3-1 cytotox	?	-2%	-1%	3%	-14%	8%
KB-V1 cytotox	-12%	7%	5%	19%	?	?
D3 ag	0	9	-12	-1	-2	-2

7) COc1ccc(S(=O)(=O)NCC(c2ccc3c(c2)OCO3)N2CCN(c3ccccc3)CC2)cc1 (centres undefined)
8) CCOC(=O)C1C(=O)CC(C)(O)C(C(=O)OCC)C1c1ccc2c(c1)OCO2 (centres undefined)
9) COc1cc(C(=O)Nc2ccccc2C(=O)NCc2cccnc2)cc(OC)c1OC
10) O=C(C[C@H]1C=C[C@H](NC(=O)c2ccccn2)[C@@H](CO)O1)NCc1cc(F)cc(F)c1
11) COCCCNC(=O)c1ccccc1Sc1ccc(NC(C)=O)nc1
12) C/C(=N\Nc1ccc(S(N)(=O)=O)cc1[N+](=O)[O-])c1cccnc1

compound no.	7	8	9	10	11	12
HT1080-NT tox	-12%	-2%	-11%	11%	8%	7%
DRD3 antagonist	-20	-6	2	-8	-11	-9
HT1080 IDH1KD tx	-19%	-2%	3%	13%	0%	-2%
SW480 rereplic	-11%	-9%	-8%	/	4%	-4%
IL-1B inflam inh	?	0	-58*	-7	26	2
GLP-1R agonist	12%	-10%	15%	/	-3%	6%
KB-3-1 cytotox	-7%	6%	5%	6%	18%	-4%
KB-V1 cytotox	-10%	1%	?	-18%	?	-2%
D3 ag	4	0	-3	-2	-11	-1

Next part, overlapping the part above by 2 compounds.
11) COCCCNC(=O)c1ccccc1Sc1ccc(NC(C)=O)nc1
12) C/C(=N\Nc1ccc(S(N)(=O)=O)cc1[N+](=O)[O-])c1cccnc1
13) CCOC(=O)c1c(C)c(C)n2c1NC(=O)C2
14) O=c1c([N+](=O)[O-])c(O)c2ccccc2n1Cc1ccccc1
15) CC(=O)c1ccc(OCc2cc(C(=O)N(C)Cc3cc(C)no3)no2)cc1
16) COc1ccc(C(=O)CSc2ccc(-c3ccco3)nn2)cc1
17) CC(C)[C@@H](N)C(=O)N/N=C/c1ccc2nccnc2c1
18) COc1cccc2cc(-c3cn4ccc(C)cc4n3)c(=O)oc12

compound no.	11	12	13	14	15	16	17	18
HT1080-NT tox	8%	7%	24%	-3%	-1%	4%	-1%	6%
DRD3 antagonist	-11	-9	6	8	4	5	-4	-9
HT1080 IDH1KD tx	0%	-2%	-1%	0%	0%	14%	5%	25%
SW480 rereplic	4%	-4%	/	-16%	-5%	-6%	-5%	-4%
IL-1B inflam inh	26	2	-22	14	1	0	7	0
GLP-1R agonist	-3%	6%	0%	-2%	0%	1%	-3%	0%
KB-3-1 cytotox	18%	-4%	0%	0%	4%	-10%	-2%	-5%
KB-V1 cytotox	?	-2%	3%	6%	-26%	28%	-2%	-24%
D3 ag	-11	-1	5	0	4	6	-4	-18

19) CC(=O)Nc1cccc(C(=O)/C=C/c2ccc(N(C)C)cc2)c1
20) COCCN(CCOC)C(=O)C1CCCN(S(=O)(=O)c2ccc(NC(=O)OC)cc2)C1 (centres undefined)
21) O=C(NNC(=O)c1cc2ccccc2o1)c1ccc(Cl)cc1
22) O=C(Cc1ccc(Cl)cc1)Nc1ccc(Br)cn1
23) CCn1c(SCc2ccc(Cl)c(Cl)c2)nnc1C(C)NC(=O)c1ccc(OC)cc1 (centres undefined)
24) COc1cc(Cl)c(C)cc1NC(C)C(=O)Nc1cc(C(F)(F)F)ccc1N1CCOCC1 (centres undefined)

compound no.	19	20	21	22	23	24
HT1080-NT tox	3%	0%	21%	12%	6%	-17%
DRD3 antagonist	22	2	5	-4	?	15
HT1080 IDH1KD tx	1%	3%	18%	5%	5%	-19%
SW480 rereplic	?	?	-3%	?	1%	1%
IL-1B inflam inh	?	6	14	-3	-8	-9
GLP-1R agonist	-7%	10%	0%	-2%	-9%	0%
KB-3-1 cytotox	13%	9%	5%	3%	-3%	1%
KB-V1 cytotox	?	-13%	?	0%	-17%	-6%
D3 ag	4	6	7	1	-6	1

25) C=CCS/C(N)=N\N=C\c1c(O)ccc2ccccc12
26) CCCCn1c(SCC(=O)Nc2nccs2)nc2ccccc2c1=O
27) CNC(=O)c1cccc(N2CCCC2=O)c1
28) Cn1cc(Br)c(C(=O)Nc2ncc(Br)s2)n1
29) NS(=O)(=O)c1ccc(CCNC(=O)C(=O)NCC2OCCN2S(=O)(=O)c2cccs2)cc1 (centres undefined)
30) CN(CC(=O)NC1CCCCCCC1)S(=O)(=O)c1cnc[nH]1

compound no.	25	26	27	28	29	30
HT1080-NT tox	-6%	-5%	20%	5%	4%	23%
DRD3 antagonist	-9	16	-6	0	9	7
HT1080 IDH1KD tx	2%	?	19%	-1%	7%	8%
SW480 rereplic	?	1%	2%	-2%	-3%	-3%
IL-1B inflam inh	0	0	9	3	37	-7
GLP-1R agonist	21%	-2%	-4%	-3%	-2%	21%
KB-3-1 cytotox	3%	-10%	4%	-1%	7%	-1%
KB-V1 cytotox	4%	?	29%	15%	?	16%
D3 ag	1	1	-1	1	10	5

31) COc1ccc(Cl)cc1NC(=O)Nc1ccccc1C(N)=O
32) Cc1cccc(OCCCn2c(=O)oc3ccc(C)cc32)c1
33) Cc1c(Cc2ccc3c(c2)OCO3)sc(NC(=O)c2cccc3ccccc23)c1C(N)=O
34) Cc1c(C(C)C)c(=O)n(-c2ccc(S(=O)(=O)NC3CC3)cc2)n1C
35) CCCOc1ccc(C(CC(=O)O)NC(=O)c2cccs2)cc1 (centres undefined)
36) CCOC(=O)C1C(c2ccc(O)c(OCC)c2)NC(=S)NC1(O)C(F)(F)F (centres undefined)

compound no.	31	32	33	34	35	36
HT1080-NT tox	8%	6%	?	8%	-1%	14%
DRD3 antagonist	-5	12	?	2	-7	0
HT1080 IDH1KD tx	6%	-1%	?	26%	1%	8%
SW480 rereplic	4%	-7%	?	-3%	-3%	-6%
IL-1B inflam inh	20	-27	-15	26	12	17
GLP-1R agonist	4%	12%	11%	5%	11%	3%
KB-3-1 cytotox	4%	-17%	?	-5%	-8%	?
KB-V1 cytotox	22%	?	1%	-22%	32%	25%
D3 ag	-4	-6	-3	4	12	1

37) COc1ccc(C2c3c(ccc4ccccc34)Oc3ncn4nc(-c5ccco5)nc4c32)cc1OC (centres undefined)
38) CC(SC1=NCCN1S(=O)(=O)c1ccccc1)c1ccccc1 (centres undefined)
39) O=C(CS(=O)(=O)Cc1ccccc1)NCc1ccccc1Cl
40) COCCNC(=O)COc1ccc(Oc2ccccc2)cc1
41) Cc1ccc(SCC(=O)N2CCN(S(=O)(=O)c3cccs3)CC2)cc1
42) Cc1c(NC(=O)OCc2ccccc2)c(=O)n(-c2ccccc2)n1C
43) CC(Cl)C(=O)Nc1ncc(C(F)(F)F)cc1Cl (centres undefined)
44) COc1cccc(CNC(=O)Cn2nc(C)c3c(C)n(-c4ccc(C)cc4)nc3c2=O)c1OC

compound no.	37	38	39	40	41	42	43	44
HT1080-NT tox	8%	12%	-1%	1%	1%	16%	3%	15%
DRD3 antagonist	13	0	21	32	20	4	22	-17
HT1080 IDH1KD tx	2%	-1%	-6%	-3%	0%	7%	2%	-1%
SW480 rereplic	0%	-2%	-2%	3%	0%	-19%	1%	0%
IL-1B inflam inh	12	14	?	0	-14	-5	13	11
GLP-1R agonist	1%	1%	-4%	-5%	1%	0%	-9%	-3%
KB-3-1 cytotox	15%	-23%	-1%	10%	3%	10%	0%	0%
KB-V1 cytotox	13%	-12%	-15%	4%	0%	?	11%	23%
D3 ag	2	-9	-1	0	7	17	-1	-1

Entries listed so far with a Cl atom (7):
21) O=C(NNC(=O)c1cc2ccccc2o1)c1ccc(Cl)cc1
22) O=C(Cc1ccc(Cl)cc1)Nc1ccc(Br)cn1
23) CCn1c(SCc2ccc(Cl)c(Cl)c2)nnc1C(C)NC(=O)c1ccc(OC)cc1 (centres undefined)
24) COc1cc(Cl)c(C)cc1NC(C)C(=O)Nc1cc(C(F)(F)F)ccc1N1CCOCC1 (centres undefined)
31) COc1ccc(Cl)cc1NC(=O)Nc1ccccc1C(N)=O
39) O=C(CS(=O)(=O)Cc1ccccc1)NCc1ccccc1Cl
43) CC(Cl)C(=O)Nc1ncc(C(F)(F)F)cc1Cl (centres undefined)

compound no.	21	22	23	24	31	39	43
HT1080-NT tox	21%	12%	6%	-17%	8%	-1%	3%
DRD3 antagonist	5	-4	?	15	-5	21	22
HT1080 IDH1KD tx	18%	5%	5%	-19%	6%	-6%	2%
SW480 rereplic	-3%	?	1%	1%	4%	-2%	1%
IL-1B inflam inh	14	-3	-8	-9	20	?	13
GLP-1R agonist	0%	-2%	-9%	0%	4%	-4%	-9%
KB-3-1 cytotox	5%	3%	-3%	1%	4%	-1%	0%
KB-V1 cytotox	?	0%	-17%	-6%	22%	-15%	11%
D3 ag	7	1	-6	1	-4	-1	-1
